GALK inhibitor = qHTS Assay for Inhibitors of Human Galactokinase (GALK). Purified GALK, Kinase-Glo residual ATP luminescence. 0.007% of 270,000 active. Potency, µM (top dose mostly 57.5 µM), inactives show top-dose activity change, negative = inhibition, hits mostly inhibitors. AID 1868, 2009; note: potency is the fitted concentration of half-maximal effect; % is set by controls: 0 for no effect and ±100 for the full control effect
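5 nM enzyme, 35 uM ATP, 100 uM galactose, 20 mM HEPES pH8.0, 5 mM MgCl2; 1 h RT; residual ATP by Kinase-Glo Plus luminescence, qHTS format.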
FBPA coupling cs = qHTS Assay for Inhibitors of Fructose-1,6-bisphosphate Aldolase from Giardia Lamblia: Coupling assay counterscreen; coupling enzyme system counterscreen, AmpLite Red fluorescence; activity change, negative = inhibition, % at 58.2 µM, hits read low; 0.67% of 290,000 active; AID 2472, 2010; in the data active = activity change below about -30%; note: % is set by controls: 0 for no effect and ±100 for the full control effect
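First, compound is pin-transferred into glyceraldehyde-3-phosphate coupling-enzyme reagent at 57.5 uM final and held 10 min at RT. Next, substrate, coupling system and AmpLite Red are added. After 20 min RT, fluorescence (525/598 nm) is read.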
MBNL1-CUG inh = qHTS Assay for Inhibitors of MBNL1-poly(CUG) RNA binding; Muscleblind-like protein 1 (Homo sapiens), Q9NR56; TR-FRET MBNL1-His/biotin-(CUG)12 binding, 665/545 ratio; Potency, µM (titrated, usually from 57.5 µM), without a hit: at the highest dose activity change, negative = inhibition, most hits filed as inhibitors; 0.036% of 280,000 active; AID 2675, 2010; active = well fitted inhibition curve with a large enough effect in the signal ratio, with a control signal flat, not every such curve was filed as active; inconclusive = small, poorly fitted or top-dose-only effect, or effect the other way, or a change in a side signal; inactive = no such curve, though single readings can be large or run the other way; the % refers to the signal ratio; note: potency is the fitted concentration of half-maximal effect; % is set by controls: 0 for no effect and ±100 for the full control effect
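Ratiometric TR-FRET (665 over 545 nm, excitation 340 nm) tracks disruption of MBNL1-His/biotin-(CUG)12 complex after 60 min at room temperature, with compounds at 92 nM to 58 uM final.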
KCNH2 WT inh = qHTS for Inhibitors of KCHN2 3.1: Wildtype qHTS; Voltage-gated inwardly rectifying potassium channel KCNH2 (Homo sapiens), Q12809; U2OS, BacMam KCNH2, thallium flux FluxOr; active compounds read low; activity change, % at 1.84 µM; 0.37% of 340,000 active;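 active = maximum activity change below -70%; inconclusive = maximum activity change between -70% and -50%; inactive = maximum activity change above -50%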; note: % is set by controls: 0 for no effect and ±100 for the full control effect
Target sequence (Q12809 whole entry, looked up): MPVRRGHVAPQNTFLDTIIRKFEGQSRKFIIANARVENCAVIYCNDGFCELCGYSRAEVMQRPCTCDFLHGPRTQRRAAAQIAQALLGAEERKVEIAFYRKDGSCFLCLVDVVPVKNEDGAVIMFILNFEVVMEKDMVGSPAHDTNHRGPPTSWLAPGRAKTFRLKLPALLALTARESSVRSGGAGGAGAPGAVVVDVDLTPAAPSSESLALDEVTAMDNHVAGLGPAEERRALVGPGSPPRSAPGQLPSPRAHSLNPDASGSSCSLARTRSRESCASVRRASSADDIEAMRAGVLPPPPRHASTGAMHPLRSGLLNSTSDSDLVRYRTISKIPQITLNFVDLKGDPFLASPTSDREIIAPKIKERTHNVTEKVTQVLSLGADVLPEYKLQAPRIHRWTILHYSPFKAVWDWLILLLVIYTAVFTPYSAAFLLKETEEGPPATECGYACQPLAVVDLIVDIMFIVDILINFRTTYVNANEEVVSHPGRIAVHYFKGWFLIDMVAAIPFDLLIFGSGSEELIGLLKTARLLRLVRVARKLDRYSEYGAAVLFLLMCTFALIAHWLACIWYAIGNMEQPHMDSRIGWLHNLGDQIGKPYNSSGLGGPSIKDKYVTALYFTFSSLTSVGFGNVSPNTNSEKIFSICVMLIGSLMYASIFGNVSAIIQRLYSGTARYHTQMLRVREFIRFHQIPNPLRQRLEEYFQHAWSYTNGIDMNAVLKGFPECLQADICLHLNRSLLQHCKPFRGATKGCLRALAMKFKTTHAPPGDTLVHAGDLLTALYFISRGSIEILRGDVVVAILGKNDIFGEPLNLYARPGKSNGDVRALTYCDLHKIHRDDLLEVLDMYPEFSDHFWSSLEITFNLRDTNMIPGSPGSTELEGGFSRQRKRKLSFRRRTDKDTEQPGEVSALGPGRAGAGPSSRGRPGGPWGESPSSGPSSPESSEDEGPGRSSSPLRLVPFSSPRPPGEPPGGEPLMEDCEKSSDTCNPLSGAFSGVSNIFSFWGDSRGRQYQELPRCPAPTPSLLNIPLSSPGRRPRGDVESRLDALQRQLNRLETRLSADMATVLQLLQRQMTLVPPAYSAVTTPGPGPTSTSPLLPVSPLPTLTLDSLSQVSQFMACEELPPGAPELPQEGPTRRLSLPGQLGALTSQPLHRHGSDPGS
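U2OS cells were transduced with wild-type KCNH2 virus (2.03 x 10^8 / mL) for 4 h at room temperature, then cultured overnight at 37 C. Thallium flux was read with FluxOr dye. Rate constants were normalized to DMSO controls.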
A-T KAP1 phos = qHTS Assay for Identifying a Potential Treatment of Ataxia-Telangiectasia; […] A-T fibroblasts, KAP-1 phosphorylation AlphaLISA; neocarzinostatin DNA damage 30 min before lysis; Potency, µM (titrated, usually from 57.5 µM), inactives show at the top dose activation, usual class: activators; 0.19% of 320,000 active; AID 485349, 2010; note: potency is the fitted concentration of half-maximal effect; % of control where 0% means no effect; nearly all actives have a fitted effect of over 45% in size
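ATM-like activity read as KAP-1 phosphorylation via AlphaLISA donor/acceptor antibody pairs after lysis and 6 hr at 25C. Cells were ATM-null patient fibroblasts ([…], hTERT), dosed 60 min, then exposed to the DSB inducer NCS for 30 min.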
a7 integrin act = qHTS for Activators of Integrin-Mediated Alleviation for Muscular Dystrophy | 0.064% of 350,000 active | alpha7betagal myoblasts, beta-gal FDG fluorescence, 48 h | Potency, µM (titrated, usually from 38.3 µM), without a hit: at the top dose activation, actives largely listed as activators;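 note: potency is the fitted concentration of half-maximal effect; 100% = response of the positive control SU9516; nearly all actives have a fitted effect of over 60% in size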
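alpha7betagal+/- myoblasts (passage 13, 250/well) treated 48 h at 37C with compounds at 1:260 dilution of DMSO stock. Lysed, then beta-galactosidase activity read as FDG fluorescence (ex 480/em 540) after 30 min, with pre-read for autofluorescence.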
KCNH2 3.1 block = qHTS for Inhibitors of KCHN2 3.1: Mutant qHTS | activity change, % (tested at about 1.8 µM) | 0.95% of 340,000 active | Potassium voltage-gated channel subfamily H member 2, brain isoform KCNH2 3.1 (human) | AID 720553, 2013 | U2OS KCNH2 3.1, thallium flux FluxOr; active compounds read low;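 active = maximum activity change below -70%; inconclusive = maximum activity change from -70% to -50%; inactive = maximum activity change above -50%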;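 note: thallium influx rate constant from kinetic fluorescence after stimulation buffer; % is set by controls: 0 for no effect and ±100 for the full control effect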
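U2OS cells transduced with KCNH2 3.1 mutant virus (1.77 x 10^8 /mL, 4 h), plated overnight at 37 C, loaded 45 min with FluxOr dye plus Red40 quencher. Thallium flux rate constant from kinetic reads after stimulation buffer, normalised to controls.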
CXXC DNA block = qHTS Fluorescence Polarization Assay for Inhibitors of MLL CXXC domain - DNA interaction; MLL-CXXC / FITC-HOXA9 DNA fluorescence polarization; Histone-lysine N-methyltransferase 2A (Homo sapiens), Q03164; 0.037% of 290,000 active; Potency, µM (highest dose often 115 µM), inactives show at the highest dose activity change, negative = inhibition, actives largely listed as inhibitors; active = well fitted inhibition curve with a large enough effect in the polarisation, with a control signal flat, not every such curve was filed as active; inconclusive = small, poorly fitted or top-dose-only effect, or effect the other way, or a change in a side signal; inactive = no such curve, though single readings can be large or run the other way; the % refers to the polarisation; note: potency is the fitted concentration of half-maximal effect
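Steps: dispense CXXC domain solution (7 uM) → pin compounds or unlabeled HOX-A9 DNA control → 5 min ambient → add FLSN-HOX-A9 solution (50 nM) → spin → 30 min ambient → fluorescence polarization. Tris pH 7.5/NaCl/DTT/BSA buffer.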
TRPV1 agonist = HTS Assay for Compounds that Act as Agonists of the Vanilloid Receptor 1; Transient receptor potential cation channel subfamily V member 1 (Homo sapiens), Q8NER1; TRPV1-expressing cells, Fluo-8 calcium influx, agonist mode; activation, % at 8.33 µM; 0.19% of 320,000 active; AID 540275, 2011; in the data active = activation above about 80%; inconclusive = between about 30% and that limit; note: 0% is about no effect
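Cells expressing TRPV1 were dye-loaded with Fluo-8 and read kinetically: 10 s baseline, 3 min after compound (agonist portion), then 2 min after EC20 capsaicin (allosteric enhancer portion). Calcium-bound dye fluorescence at 480/520 nm.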
S-ASM inh = Inhibitors of Secretory Acid Sphingomyelinase (S-ASM): qHTS. 0.006% of 340,000 active. Potency, µM (titrated, usually from 57.5 µM), without a hit: at the highest dose activity change, negative = inhibition, actives largely listed as inhibitors. Sphingomyelin phosphodiesterase (Homo sapiens), P17405. AID 504937, 2011. placental ASM, HMU-PC fluorogenic substrate, 60 min; note: potency is the fitted concentration of half-maximal effect
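Fluorogenic HMU-PC substrate (9 uM final) is turned over by placental ASM in 60 min at 37 C after a 10 min compound preincubation. Reaction ended by alkaline stop (pH 10), with fluorescence read at 386/447 nm.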
Active calls of the source: *; ? = inconclusive; . = not tested or not shown; [ ] = dose if it differs, or a comment. Unless noted, calls come from the whole dose curve; as a rule, active = well fitted curve in the direction sought with a large enough effect; inconclusive = small, poorly fitted or top-dose-only effect, or another doubt; inactive = no such curve, though single readings can be large; an effect the other way counts as inactive or inconclusive.

Each structure is followed by: GALK inhibitor, FBPA coupling cs, MBNL1-CUG inh, KCNH2 WT inh, A-T KAP1 phos, a7 integrin act, KCNH2 3.1 block, CXXC DNA block, TRPV1 agonist, S-ASM inh
> CCN(CC)c1nc(SCC(=O)O)nc(N(CC)CC)n1
    -1%, 14, -5%, -3, 1%, 41%, -13, 5%, -4, 5%
> COc1cc(OCC(N)=O)cc(OC)c1OC
    ., 2, -6%[11.5 µM], -3, 2%, 6%, 14, -1%, 0, 3%
> CN1CCC(N(C)S(=O)(=O)c2ccc(NC(=O)c3ccc(S(=O)(=O)N(C)C)cc3)cc2)CC1
    ., ., ., 3, 16%, 2%, 7, ., ., 1%
> CN(C)c1ccc(C(=O)N2CCN(c3cc(C(F)(F)F)nc4ccccc34)CC2)cc1
    ., -1, 8%, -3, 8%, -23%, -7, 5%, 24, -5%
> Cc1ccc(C(=O)N/C(=C/c2ccccc2F)C(=O)NCCCn2ccnc2)cc1
    -2%, ., 2%, -33, 1%, 14%, -18, 8%, 0, 0%
> Cc1cccc(Nc2nnc(C)c(=O)n2N)c1
    0%, 3, -8%, -13, ., 19%, 14, -1%, 6, 3%
> Cc1ccc(N2C(=O)C(Cl)=C(N3CCOCC3)C2=O)c(C)c1
    7%, 0, ?, -2, 0%, 33%, 3, -8%, -2, 2%
> O=C(COC(=O)CCN1C(=O)c2ccccc2C1=O)Nc1ccc(S(=O)(=O)N2CCCC2)cc1
    2%, 1, 1%, 6, -18%, 4%, 9, 0%, -2, 0%
> NS(=O)(=O)c1ccc(CNC(=O)CSc2nc3ccc(Cl)cc3[nH]2)cc1
    -6%, 0, 4%, 0, 0%, -25%, 10, 1%, -8, 1%
> c1ccc(Nc2nc(-c3ccncc3)cs2)nc1
    -4%, 0, 25%, 5, -3%, -12%, 15, 3%, 6, 2%
> Cc1ccc2nc(N/N=C/c3ccco3)cc(C)c2c1
    0%, -8, ?, 2, -2%, -21%, 8, 124%[activator], 19, 242%[activator]
> COc1ccc(S(=O)(=O)Nc2cccnc2)c(Cl)c1Cl
    11%, 7, -9%, 0, 3%, 3%, 16, -4%, 4, 4%
> Cc1ccc(Nc2nc3ccccc3n3nnnc23)cc1
    0%, 0, 6%, -5, 3%, 4%, -8, 16%, 5, 90%
> CN1CCN(C(=O)c2ccc(NS(=O)(=O)c3cccc([N+](=O)[O-])c3)cc2)CC1
    ., ., ., 9, -4%, 0%, 6, ., -3, 5%
> O=C(c1cccs1)N1CCN(Cc2cccnc2)CC1
    0%, -2, -8%, 4, 4%, 0%, -3, -2%, -3, 6%
> COc1ccccc1C(CNC(=O)c1cccc(S(=O)(=O)Nc2ccc(C)cc2)c1)N1CCCC1 (configuration not stated)
    ., ., ., 16, 0%, -25%, -14, ., 0, -6%
> CCN(CC)CCN1C(=O)C(=O)/C(=C(/O)c2c(C)[nH]c(C(=O)OC)c2C)C1c1ccccc1OC (configuration not stated)
    -1%, 2, -5%, -1, 5%, 22%, -8, -1%, 3, 3%
> O=C(COC(=O)c1cc(S(=O)(=O)N2CCCCC2)ccc1Cl)NC1CCS(=O)(=O)C1 (configuration not stated)
    ., ., ., 1, 0%, 0%, 5, ., ., -1%
> Cc1noc2ncnc(Sc3ccc(Br)cc3)c12
    -1%, 0, -5%, 3, -6%, ?, 4, 1%, 6, -1%
> COc1ccc(N2CCN(CCNS(=O)(=O)c3ccc(C)cc3)CC2)cc1
    1%, -2, -11%, 2, -4%, 9%, -5, -6%, 3, 5%

(more compounds)
SMILES	GALK inhibitor	FBPA coupling cs	MBNL1-CUG inh	KCNH2 WT inh	A-T KAP1 phos	a7 integrin act	KCNH2 3.1 block	CXXC DNA block	TRPV1 agonist	S-ASM inh
COC(=O)C1=C(C)N(Cc2ccccc2)C(=NCC2CC2)N[C@H]1c1ccc(Br)cc1	.	-1	-8%	.	-1%	.	.	?	4	.
COc1cccc(CC(=O)Nc2ccccc2C(=O)N2CCOCC2)c1	.	4	14%[11.5 µM]	0	-1%	19%	-2	0%	0	3%
Cc1csc(N/N=C/c2ccccn2)n1	3%	-1	?	19	8%	-64%[inhibitor]	12	-5%	3	1%
Cc1cccc(-n2nc3c(c2NC(=O)c2ccc(Br)o2)CSC3)c1C	1%	1	-3%	-17	-7%	26%	-1	3%	19	1%
COc1ccc(/C=N/NC(=O)c2cccc(NC(C)=O)c2)c(OC)c1	0%	2	?	-6	4%	-5%	9	?	-5	2%
O=C(Nc1ccc(N2CCOCC2)cc1N1CCOCC1)c1ccc([N+](=O)[O-])cc1Cl	-6%	.	?	3	-12%	11%	.	-15%	-2	-3%
O=C1CN(c2ccc(Cl)cc2)C2(CCCCC2)S1	2%	0	.	-8	1%	-2%	2	19%	-9	4%
CCOC(=O)CN1C(=O)CSc2ccc(S(=O)(=O)N3CCCC3)cc21	.	1	1%	4	-6%	0%	7	1%	-3	2%
COc1ccc(/C=C(\C#N)C(=O)c2c(C)[nH]c3ccccc23)cc1OC	-2%	-3	14%	0	-17%	13%	-7	4%	3	-10%
CC1CCN(C(=O)C2CCC(C)(C(=O)O)C2(C)C)CC1 (configuration not stated)	2%	2	0%	1	-13%	6%	3	12%	-3	-1%
CCOC(=O)C(=CNc1cccc(N)n1)C(=O)OCC	-2%	-3	-6%	-5	5%	0%	10	-4%	1	106%[activator]
COCC(Cc1ccccc1)NC(=O)Cn1cc(C)c(=O)[nH]c1=O (configuration not stated)	.	.	.	-18	.	9%	-9	.	.	3%
O=C(NCc1ccccc1F)C1CCCN1S(=O)(=O)c1ccc(Cl)cc1 (configuration not stated)	-2%	3	-3%	5	0%	0%	8	-7%	4	5%
Cc1cc(NC(=O)CSc2nc3ccsc3c(=O)n2CCCCC(=O)O)no1	-5%	3	12%	3	0%	14%	-13	-1%	2	1%
COc1ccc(-c2sc3ccccc3c2-c2ccc(OCCN3CCOCC3)cc2)cc1	.	.	.	1	5%	13%	-50	.	.	?
COc1ccc(C2NC(c3ccc(OC)cc3)C([N+](=O)[O-])C(C)(C)C2[N+](=O)[O-])cc1 (configuration not stated)	0%	0	1%	-22	1%[11.5 µM]	22%	-2	1%	-3	-5%
CC(C(=O)N1CCc2ccccc21)N1CCN(S(=O)(=O)c2cccs2)CC1 (configuration not stated)	.	.	.	-15	-9%	-6%	6	.	4	-4%
Cc1ccc(Nc2c(-c3ccc(C)o3)nc3cnccn23)cc1	2%	1	21%	-9	12%	-3%	-10	-5%	15	155%[activator]
Cc1ccc(/C=N/Nc2cc(C)nc(N3CCOCC3)n2)cc1	-2%	0	-8%	15	?	-5%	-14	-2%	?	-3%
Cn1c(=O)c2c(nc(Br)n2CC(=O)c2cccs2)n(C)c1=O	1%	1	10%	0	.	-16%	-13	-8%	0	5%
CN(C)S(=O)(=O)c1ccc(NC(=O)CCNC(=O)c2ccco2)cc1	2%	-1	2%	5	-6%	1%	1	2%	-1	1%

3 structures already listed, ordered by length of the SMILES, low to high:
SMILES	GALK inhibitor	FBPA coupling cs	MBNL1-CUG inh	KCNH2 WT inh	A-T KAP1 phos	a7 integrin act	KCNH2 3.1 block	CXXC DNA block	TRPV1 agonist	S-ASM inh
Cc1ccc(Nc2c(-c3ccc(C)o3)nc3cnccn23)cc1	2%	1	21%	-9	12%	-3%	-10	-5%	15	155%[activator]
Cc1cc(NC(=O)CSc2nc3ccsc3c(=O)n2CCCCC(=O)O)no1	-5%	3	12%	3	0%	14%	-13	-1%	2	1%
CC(C(=O)N1CCc2ccccc21)N1CCN(S(=O)(=O)c2cccs2)CC1 (configuration not stated)	.	.	.	-15	-9%	-6%	6	.	4	-4%

Screens deposited in PubChem by National Center for Advancing Translational Sciences (NCATS).
